RAD52 inh – RAD52 DNA annealing inhibitors, primary screen, biochemical, FRET, single point, set 2. DNA repair protein RAD52 homolog (Homo sapiens), P43351. recombinant RAD52 DNA annealing, FRET fluorescence. inhibition, % at 18.7 µM. hit rate 0.46% among 360,000;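 active means every replicate showing at least 50% inhibition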
E-sel inducer – E-selectin induction in HUVECs, primary screen, imaging, HUVEC, immunofluorescence imaging, single point. P16581. normalized: neutral wells 0, TNF-alpha wells 100. activation, % at 7.58 µM. hit rate 0.37% among 260,000. AID 686992, 2013;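 active means mean E-selectin-positive cell signal at least 10% of the positive control, reached in at least 60% of replicates, without over 20% cell loss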;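 further: in these data hits start at about 27%; measured in HUVEC primary endothelial cells; signal is the percent of cells scored E-selectin positive by PE staining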
Target sequence (P16581 whole entry, looked up): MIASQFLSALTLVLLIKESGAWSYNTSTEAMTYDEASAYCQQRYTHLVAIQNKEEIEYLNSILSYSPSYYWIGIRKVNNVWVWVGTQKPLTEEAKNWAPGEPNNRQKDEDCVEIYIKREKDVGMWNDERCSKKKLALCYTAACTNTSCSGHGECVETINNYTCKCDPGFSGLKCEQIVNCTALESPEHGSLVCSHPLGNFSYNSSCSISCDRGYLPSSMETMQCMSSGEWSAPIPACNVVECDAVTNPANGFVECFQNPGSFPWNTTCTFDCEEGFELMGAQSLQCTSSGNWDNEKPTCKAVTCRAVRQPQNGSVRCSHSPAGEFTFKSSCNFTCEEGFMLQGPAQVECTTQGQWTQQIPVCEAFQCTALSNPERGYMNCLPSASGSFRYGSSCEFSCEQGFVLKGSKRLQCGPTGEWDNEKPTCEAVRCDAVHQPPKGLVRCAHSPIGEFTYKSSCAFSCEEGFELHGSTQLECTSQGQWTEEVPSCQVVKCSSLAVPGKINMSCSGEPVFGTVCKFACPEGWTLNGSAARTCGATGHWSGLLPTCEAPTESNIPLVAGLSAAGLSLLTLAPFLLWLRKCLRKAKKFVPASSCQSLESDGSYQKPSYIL
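Test system: HUVEC; input: 3,000 HUVEC/well; measured by: immunofluorescence imaging; read-out: % PE-positive cells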
Xi reactivation – activators of inactive X chromosome reactivation, primary screen, imaging, XiGFP fibroblasts, GFP high-content imaging, set 2. activation, % at 7.58 µM. hit rate 0.055% among 360,000. XiGFP mouse fibroblasts, % GFP-positive cells imaging, 3 d; cells co-treated with 5-aza-dC sensitizer; scaled so ellipticine positive control = 100%;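 active means mean normalized replicate activation at least 10% and every replicate at or above 10%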;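 further: 0% = median of on-plate neutral control wells and 100% = ellipticine 6 µM median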
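material = 68-5-11 XiGFP fibroblast line | medium = DMEM plus 5-aza-dC sensitizer | schedule = 3 days compound exposure | benchmarks = positive control ellipticine, 6 µM final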
esBAF inh – Bmi1 luciferase reporter increase in mESCs, primary screen, esBAF inhibitor project, mouse ES cells, Bmi1 luciferase knock-in, single point; 24 h; 100% = twice the neutral-well signal; reporter increase, % at 12.5 µM; hit rate 2% among 350,000; in the data active means activation above about 40%;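 further: 0% = median of the plate's neutral control wells and 100% = double that signal; a rise in the Bmi1 reporter signal indicates esBAF inhibition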
EWS-Fli block – EWS/Fli-driven NR0B1 reporter inhibitors, primary screen, A673 cells, NR0B1 luciferase, luminescence, MLPCN library; viability-normalised; inhibition, % at 12.6 µM; hit rate 0.67% among 350,000; AID 651661, 2012;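 active means mean inhibition of at least 50% after viability correction, with every replicate also passing that limit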;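 further: firefly luciferase signal divided by Alamar Blue viability fluorescence both relative to DMSO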
S100A4 inh HTS – inhibitors of S100A4-myosin IIA peptide binding, primary screen, biochemical, fluorescence polarization, TAMRA-MyoIIA peptide; hit rate 0.14% among 360,000; inhibition, % at 10.7 µM; Protein S100-A4 (Homo sapiens), P26447;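 active means mean inhibition of at least 70% across replicates, with every replicate also reaching that level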
Target sequence (P26447 whole entry, looked up): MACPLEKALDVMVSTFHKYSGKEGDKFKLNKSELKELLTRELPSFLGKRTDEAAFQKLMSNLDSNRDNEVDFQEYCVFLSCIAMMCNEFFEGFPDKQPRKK
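Test system – S100A4 monomer (human) · Compound – single-point compound testing · Schedule – 5 min incubation before reading · Probe or stimulus – TAMRA-labelled myosin IIA heavy-chain peptide probe, 5 nM · Benchmarks – neutral control DMSO, positive control TFP · Medium – Calcium-containing HEPES buffer, pH 7.2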
FN deposition inh – inhibitors of fibronectin matrix deposition, primary screen, AH1F cells, Alexa488-fibronectin fluorescence, plate reader; inhibition, % at 12.6 µM; AH1F fibroblasts, overnight; AID 743247, 2014; hit rate 0.086% among 350,000;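 active means mean inhibition across replicates of 30% or more, regardless of how many single replicates reach that level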;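 further: positive control wells lacked labelled fibronectin entirely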
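Material: AH1F fibroblasts assembling fluorescent fibronectin matrix; amount: 10000 AH1F cells/well; medium: DMEM, 2% serum; reagent: Alexa488-fibronectin, 24 nM final in well; dosing: single compound dose, delivered by pin transfer; incubation: 1 h adhesion, overnight exposure; detection: fluorescence after three HBSS washes, excitation 485 nm, emission 525 nm; measure: fibronectin deposition inhibition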
RAD54 branch – inhibitors of human RAD54 branch migration, primary screen, biochemical, fluorescence, single point; DNA repair and recombination protein RAD54-like (Homo sapiens), Q92698; RAD54 Holliday junction branch migration, FAM/BHQ fluorescence; inhibition, % at 10.4 µM; hit rate 0.14% among 360,000;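 active means mean normalized replicate activity at least 40 and at least half of replicates scoring 40 or more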;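 further: 0% = median of neutral control wells and 100% = median of positive control wells; inhibitors cause a drop in the FAM fluorescence signal; in these data hits start at about 50%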
* hit, by the source's call; x = not tested or not shown.

SMILES	RAD52 inh	E-sel inducer	Xi reactivation	esBAF inh	EWS-Fli block	S100A4 inh HTS	FN deposition inh	RAD54 branch
COc1ccccc1NC(=O)N[C@@H]1C=C[C@@H](CC(=O)N2CCC(Cc3ccccc3)CC2)O[C@@H]1CO	-1	-0.7	-0.3	x	x	-21	-4	x
CCOc1ccc(S(=O)(=O)N2CCN(Cc3ccco3)CC2)cc1	-16	x	0.2	3	7	-48	-2	-5
Cc1ccccc1OCC(=O)NCc1ccccc1	-10	0.2	0.3	x	-16	2	0	x
Cc1ccccc1Cn1cc(S(=O)(=O)c2ccc(C(C)C)cc2)c(=O)c2cc3c(cc21)OCO3	-13	x	-0.1	15	7	6	1	-2
Cc1nn(-c2ccccc2)c(Cl)c1/C=N/NC(=O)CNC(=O)c1ccccc1Cl	-9	x	0.0	16	3	-8	13	x
CC(C)N(C)C(=O)c1ccc(OC2CCN(CCc3ccccc3)CC2)cc1	-47	1.0	0.6	x	8	2	-6	x
O=C(COc1ccc(Br)cc1)N1CCN(c2ccccc2)CC1	-10	x	x	-6	x	-3	x	-8
O=C(Cc1ccccn1)NCC[C@@H]1CC[C@H](NS(=O)(=O)c2ccc(Cl)cc2)[C@@H](CO)O1	-15	-0.2	0.9	4	-4	-12	-7	-11
CN=C(Cc1ccccc1)C1=C(O)CC(C)(C)CC1=O	-3	x	0.1	x	-15	-3	-16	x
CNC[C@@H]1Oc2cc(-c3ccc(C(=O)N(C)C)cc3)ccc2S(=O)(=O)N([C@H](C)CO)C[C@H]1C	3	-0.2	-0.4	5	6	1	x	-19
COc1ccc([N+](=O)[O-])cc1NC(=O)CSc1nc(C)c(C)c(C)n1	x	-0.2	-0.1	x	x	x	2	-7
CC(C)NC(=O)C1(C)CCN1C(=O)c1c(F)cccc1F (stereo not given)	-18	-0.2	0.2	0	-6	17	0	-2

Three compounds out of the list above, arranged by the number in S100A4 inh HTS, smallest number first:
SMILES	S100A4 inh HTS
Cc1nn(-c2ccccc2)c(Cl)c1/C=N/NC(=O)CNC(=O)c1ccccc1Cl	-8
CNC[C@@H]1Oc2cc(-c3ccc(C(=O)N(C)C)cc3)ccc2S(=O)(=O)N([C@H](C)CO)C[C@H]1C	1
CC(C)N(C)C(=O)c1ccc(OC2CCN(CCc3ccccc3)CC2)cc1	2

Going on with the list:
SMILES	RAD52 inh	E-sel inducer	Xi reactivation	esBAF inh	EWS-Fli block	S100A4 inh HTS	FN deposition inh	RAD54 branch
C/C(=N\NC(=O)c1cccc(S(=O)(=O)Nc2ccc(C)cc2C)c1)c1ccncc1	-9	0.2	0.0	1	-19	1	2	-5
COCC(=O)N(C)C[C@H]1Oc2cc(C#C[C@H](C)O)ccc2S(=O)(=O)N([C@@H](C)CO)C[C@H]1C	-2	0.0	-1.2	4	-4	18	3	4
O=C(NCc1ccccc1Cl)c1csc(COCCO)n1	-10	0.0	0.3	1	4	-2	5	0
CN(C)c1ccc2c(c1)[C@@H]1C[C@@H](CC(=O)NCc3cccc(F)c3)O[C@H](CO)[C@@H]1O2	-77	0.6	1.3	0	2	3	x	-6
COc1cccc(-c2ccc3c(c2)[C@H]2[C@H](CCN2C(=O)C2CCCCC2)[C@H](CO)N3)c1	-118	0.0	0.1	x	-4	-16	0	x
Cc1ccccc1S(=O)(=O)N1CCCc2nc(-c3ccc(Br)cc3)ccc21	-16	0.2	-0.1	x	6	-3	-4	x
COc1ccc(C(=O)Nc2ccc(C(=O)NCCc3ccc(OC)c(OC)c3)cc2)cc1	-14	x	0.1	5	2	-4	4	2
O=C(Nc1ccc(Oc2ccccc2)cc1)c1csc(COCCO)n1	-14	-0.2	0.1	35	3	-12	5	2
NC(=O)C1CCCN(C(=O)c2ccc(Cl)c(S(=O)(=O)N3CCc4ccccc43)c2)C1 (stereo not given)	0	1.9	0.0	-1	-7	-2	-12	-11
Cc1noc(C)c1S(=O)(=O)Nc1cccc2c1O[C@@H](CN(C)CC1CC1)[C@@H](C)CN([C@@H](C)CO)C2=O	-3	0.0	0.1	1	-5	-4	x	5
Cc1ccc(S(=O)(=O)Nc2ccc3c(c2)C(=O)N([C@H](C)CO)C[C@H](C)[C@H](CN(C)C)O3)cc1	2	-0.2	0.0	-3	1	4	5	-6
C[C@@H]1CCCCO[C@H](CN(C)C(=O)Nc2ccccc2)[C@@H](C)CN([C@H](C)CO)C(=O)c2cc(NS(=O)(=O)c3cccs3)ccc2O1	10	x	0.0	0	-10	0	4	2
CC(=O)Nc1ccc(NC(=O)CSc2nc3c(=O)n(C)c(=O)n(C)c3n2C)cc1	-11	x	0.3	-3	-5	-11	-2	x
COc1ccc(S(=O)(=O)N2CCCCC2)cc1NC(=O)C1CC(=O)N(Cc2ccccc2)C1 (stereo not given)	-16	x	0.0	-1	8	3	-6	x
Cc1ccn2c(=O)nc(SCC(=O)NC3CCCC3)nc2c1	-56	0.9	0.0	-8	-2	1	x	-7
CC(=O)Nc1cccc(NC(=O)Nc2cccc3ccccc23)c1	-6	0.9	0.0	1	x	5	x	6
O=C(N/N=C/c1ccc(N2CCCCC2)o1)c1ccccc1	-36	0.2	1.0	x	-3	-23	-4	x
CNC[C@H]1Oc2c(NS(=O)(=O)c3ccc(C)cc3)cccc2C(=O)N([C@H](C)CO)C[C@H]1C	-19	0.1	-0.8	0	3	6	x	10
CN(C)CC#Cc1ccc([C@H]2[C@H]3CN(CC4CC4)CCCCN3[C@H]2CO)cc1	44	-0.2	0.0	x	6	8	x	-6
COc1ccc(CCNC(=O)c2ccc(=O)[nH]c2)cc1	-2	2.1	0.0	2	2	3	8	0
CCOC(=O)c1ccc(N2C(=O)CC(N3CCCC(C)C3)C2=O)cc1 (stereo not given)	-12	x	x	-5	0	1	x	-2
N#CCSc1nn(-c2ccc(F)cc2)c(=S)s1	-34	x	-0.1	x	11	3	x	x
Cc1ccc(S(=O)(=O)N2CCCC2)s1	-6	-0.1	0.0	-6	x	1	8	5
C[C@@H]1CN([C@@H](C)CO)C(=O)c2cccc(NC(=O)Nc3ccc4c(c3)OCO4)c2O[C@H]1CN(C)S(=O)(=O)c1ccc(Cl)cc1	12	0.7	0.2	5	-3	-4	x	4
Cc1cccc(C)c1NC(=O)C1CCCN1C(=O)NCc1ccccc1 (stereo not given)	-10	0.3	-0.1	1	3	-6	7	9
NC(N)=Nc1nc2ccc(Cl)cc2c(=O)[nH]1	-11	x	0.0	x	-7	-17	1	x
CN1C(=O)c2cc(NS(=O)(=O)c3cccc(F)c3)ccc2OC[C@@H]2O[C@H](CC(=O)O)CC[C@H]21	1	0.0	0.9	2	-5	1	8	-3
C[C@@H]1CCCCO[C@@H](CN(C)S(=O)(=O)c2cccs2)[C@H](C)CN([C@H](C)CO)C(=O)c2cc(NC(=O)CCC(F)(F)F)ccc2O1	-34	0.1	-0.1	5	-2	0	x	-8
Cc1ccc(S(=O)(=O)N2C[C@]3(O)C[C@@H]4C(=O)N(c5ccccc5)C(=O)[C@@H]4C[C@]3(OC(=O)Nc3c(C)noc3C)C2)cc1	2	x	-0.1	0	-11	-1	5	7
O=C(c1ccccc1)c1ccsc1C(=O)c1ccccc1	0	0.1	0.0	6	0	3	1	-6
CCc1ccc(C=C2SC(=S)N(CCCC(=O)Nc3ccc(C(=O)O)cc3)C2=O)cc1	-6	-0.1	-0.2	-72	24	-3	-14	-2
O=C(c1cc(-c2ccccc2)on1)N1CCN(C(=O)c2ccco2)CC1	-31	x	x	-3	-2	-7	x	10
Cn1c(-c2ccc3c(c2)OCO3)cnc1NCc1ccccc1Cl	-13	2.4	-0.2	x	-46	-2	-1	x
O=C(Nc1ccccn1)c1ccc(Cl)s1	-17	-0.5	0.4	x	-77	-3	x	3
CC(=O)c1ccc(OC(C)C(=O)Nc2cccc(S(=O)(=O)NCc3ccco3)c2)cc1 (stereo not given)	-41	2.6	0.2	1	2	-4	-5	-7
Cc1ccc(C)c(OCCC(=O)OCC(=O)NNC(=O)c2ccccc2)c1	-7	x	0.0	-5	-2	2	-3	-8
O=C(COC(=O)c1cc(Br)ccc1O)Nc1cccnc1Cl	-8	0.9	-0.1	x	-4	8	1	x
CN1CCN(NC(=O)c2cc(S(=O)(=O)Nc3ccc(Cl)cc3)ccc2Cl)CC1	-6	0.9	0.2	x	4	-2	-5	x
CN(Cc1cn(C)nc1-c1cccc(Cl)c1)C1CCOCC1	-3	0.4	0.2	x	-1	3	-2	x
Cc1ccc(S(=O)(=O)Nc2ccc3c(c2)C(=O)N([C@H](C)CO)C[C@H](C)[C@H](CN(C)C(=O)CCC(F)(F)F)OCCCC[C@@H](C)O3)cc1	18	x	-0.1	-3	1	-17	-3	4
Cc1cc([N+](=O)[O-])ccc1N=Nc1c(N)[nH]n(-c2ccccc2)c1=O	-26	x	0.1	x	6	-3	2	x
COc1cc([N+](=O)[O-])ccc1NC(=S)Nc1cccc(C(=O)O)c1	-9	x	0.1	x	1	-11	-3	6
NC(=O)C1CCN(C(=O)CN(C2CCCCC2)S(=O)(=O)c2ccc(F)cc2)CC1	-7	x	0.1	-6	4	-2	5	5
COc1ccc(-c2cc(C(=O)N3CCCC3)no2)cc1	-12	-17	0.3	x	42	-3	-2	6

Whole records from above. Values in the order: RAD52 inh	E-sel inducer	Xi reactivation	esBAF inh	EWS-Fli block	S100A4 inh HTS	FN deposition inh	RAD54 branch
CN1CCN(NC(=O)c2cc(S(=O)(=O)Nc3ccc(Cl)cc3)ccc2Cl)CC1 as listed: -6	0.9	0.2	x	4	-2	-5	x
NC(=O)C1CCN(C(=O)CN(C2CCCCC2)S(=O)(=O)c2ccc(F)cc2)CC1 as listed: -7	x	0.1	-6	4	-2	5	5
COc1ccc(-c2cc(C(=O)N3CCCC3)no2)cc1 as listed: -12	-17	0.3	x	42	-3	-2	6
COc1cc([N+](=O)[O-])ccc1NC(=S)Nc1cccc(C(=O)O)c1 as listed: -9	x	0.1	x	1	-11	-3	6
O=C(COC(=O)c1cc(Br)ccc1O)Nc1cccnc1Cl as listed: -8	0.9	-0.1	x	-4	8	1	x

Screening data deposited in PubChem by Broad Institute.
